Compound activity deposited in PubChem by several laboratories.
FBA Mtb inh = inhibits M. tuberculosis FBA enzyme | P9WQA3 | purified M. tuberculosis FBA, fluorescence read-out | inhibition, % at 1 µM | 2.3% of 360,000 active | AID 588726; in the data active means inhibition above about 27%;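 further: 0% = vehicle and 100% = reference inhibitor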
Target sequence (P9WQA3 whole entry, looked up): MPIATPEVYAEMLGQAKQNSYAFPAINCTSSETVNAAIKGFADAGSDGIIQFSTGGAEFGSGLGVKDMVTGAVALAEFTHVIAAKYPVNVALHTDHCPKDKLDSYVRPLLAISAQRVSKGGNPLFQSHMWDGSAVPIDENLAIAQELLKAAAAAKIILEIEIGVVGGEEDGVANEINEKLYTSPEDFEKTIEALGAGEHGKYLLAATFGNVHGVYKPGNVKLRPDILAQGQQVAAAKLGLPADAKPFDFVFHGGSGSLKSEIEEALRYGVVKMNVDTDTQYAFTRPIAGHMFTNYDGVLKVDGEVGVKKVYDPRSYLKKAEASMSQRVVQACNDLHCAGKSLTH
SSB-PriA inh = inhibitors of Klebsiella pneumoniae PriA binding to SSB C-terminal tail | AlphaScreen SSBct-PriA binding, biotinylated peptide | inhibition, % at 33 µM | 0.6% of 430,000 active; in the data active means inhibition mostly above about 37%, no sharp cut-off; inactive means mostly below about 20%;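 further: plate controls were negative control peptide for no effect and reference peptide for full effect; strong numbers were not always called active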
MazEF act = activators of E. coli MazEF toxin-antitoxin RNase; P0AE70; FAM/BHQ RNA-DNA oligo cleavage fluorescence, 5 h; activation, % at 20 µM; 0.32% of 350,000 active; AID 504720; in the data active means activation above about 50%
Target sequence (P0AE70 whole entry, looked up): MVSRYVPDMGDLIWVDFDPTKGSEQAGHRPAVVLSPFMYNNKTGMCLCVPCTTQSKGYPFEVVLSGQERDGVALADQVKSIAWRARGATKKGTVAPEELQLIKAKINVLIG
Rv3671c inh = inhibitors of M. tuberculosis serine protease Rv3671c | 0.048% of 320,000 active | P9WHR9 | inhibition, % at 5.96 µM | AID 2606; in the data active means inhibition above about 38%;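 further: extracellular domain of Rv3671c used as enzyme; 0% = enzyme with DMSO and 100% = no enzyme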
Target sequence (P9WHR9 whole entry, looked up, the tested form may be a part): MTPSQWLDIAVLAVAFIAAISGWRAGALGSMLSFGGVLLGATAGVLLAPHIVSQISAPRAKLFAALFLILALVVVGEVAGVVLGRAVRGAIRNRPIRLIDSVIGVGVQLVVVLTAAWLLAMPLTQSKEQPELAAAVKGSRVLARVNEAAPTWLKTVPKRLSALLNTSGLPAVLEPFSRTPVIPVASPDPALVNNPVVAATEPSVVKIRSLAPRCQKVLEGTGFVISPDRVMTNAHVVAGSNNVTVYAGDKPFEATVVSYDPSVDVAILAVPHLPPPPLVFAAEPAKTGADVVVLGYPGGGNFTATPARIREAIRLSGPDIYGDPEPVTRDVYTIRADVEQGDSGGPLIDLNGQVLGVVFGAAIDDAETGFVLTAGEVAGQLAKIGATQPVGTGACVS
BH1578 lux ind = inducers of Vibrio cholerae quorum light production without autoinducers; V. cholerae BH1578 lux reporter, luminescence, 6 h; activation, % at 18.7 µM; 0.16% of 350,000 active; AID 588436; in the data active means activation mostly above about 9.7%, no sharp cut-off; further: not every result past the cut was called active; inactives centre near 0; reference of the scale not given here
GDH-TPI inh = counter-screen for M. tuberculosis FBA inhibitors: GDH-TPI coupled enzymes; GDH-TPI coupled enzyme counterscreen, NADH absorbance; inhibition, % at 4.8 µM; 1.2% of 360,000 active; in the data active means inhibition above about 30%;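 further: 0% = DMSO wells and 100% = wells lacking the enzyme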
UGM FP inh = inhibitors of M. tuberculosis UDP-galactopyranose mutase | P9WIQ1 | purified UGM, fluorescence polarization probe displacement | inhibition, % at 10 µM | 0.06% of 320,000 active; in the data active means inhibition above about 10%, passing the limit was not always enough
VHR inh abs = blocks human VHR1 dual specificity phosphatase. recombinant VHR phosphatase, pNPP absorbance. AID 1654. P51452. inhibition, % at 13.3 µM. 0.52% of 290,000 active; in the data active means inhibition above about 50%; further: some compounds called inactive have numbers as strong as hits
SARS 3CLpro inh = SARS-CoV 3CLpro protease inhibition; P0C6X7; recombinant SARS-CoV 3CLpro, quenched FRET peptide cleavage; inhibition, % at 6 µM; 0.14% of 290,000 active; in the data active means inhibition above about 12%
Mtb BioA inh = blocks M. tuberculosis BioA enzyme activity | purified M. tuberculosis BioA enzyme, plate reader | inhibition, % at 9.99 µM | 0.096% of 360,000 active | AID 602481; in the data active means inhibition above about 40%
Numbers without * were called inactive; i = inactive; · = not tested or not shown; & = joins results of further samples. These rows are one share of the data; the hit share may differ from the screen's.

SMILES | FBA Mtb inh | SSB-PriA inh | MazEF act | Rv3671c inh | BH1578 lux ind | GDH-TPI inh | UGM FP inh | VHR inh abs | SARS 3CLpro inh | Mtb BioA inh
COc1ccc(Cn2c(=O)[nH]c3cc(C(=O)NC4CCN(Cc5ccccc5)CC4)ccc32)cc1 | 1.2 | 1.9 | 21.3 | -2.5 | -0.2 | -0.6 | 0.5 | 31.2 | 1.7 | 0.0
CC1CCc2nn(CC(=O)NCCCN3CCCC3=O)cc2C1 (centres undefined) | 1.7 | -6.9 | 4.2 | 5.7 | i | 1.0 | -0.6 | 20.8 | · | -2.1
CCc1nc2cccnc2n1-c1ccc(C(=O)O)cc1 | 4.1 | -2.5 | -23.3 | · | -10.0 | 0.9 | 3.0 | 1.8 | -0.1 | -2.0
Cc1ccc(S(=O)(=O)N(Cc2n[nH]c(=S)n2-c2ccccc2)c2ccccc2)cc1 | 5.2 | 6.6 | 10.5 | 10.3 | i | -12.9 | 2.4 | 12.7 | 3.7 | ·
Cc1cc(C)nc(N/N=C/c2ccccc2)n1 | 0.0 | · | 5.8 | -6.8 | i | 13.6 | -0.7 | 12.0 | -2.0 | ·
Cc1nc(SCC(=O)Nc2cccc(C(=O)O)c2)n[nH]1 | 2.8 | -12.2 | -2.2 | 1.1 | -0.3 | -3.5 | -5.6 | -17.2 | -0.7 | -2.7
COc1ccc(-c2cc3c(=O)n(CC(=O)Nc4ccc(Cl)cc4)ncn3n2)cc1 | 1.7 | -8.6 | -13.8 | 1.9 | 1.6 | 4.8 | 0.3 | 14.0 | -4.0 | ·
CCOC(=O)c1cc(NC(=O)N(CC)CC)c(C)nc1C | 1.4 | -9.0&-4.0&-5.7 | -3.5 | -5.3 | -0.2 | 3.1 | -3.5 | 3.0 | -4.4 | -0.2
CCN(CC)CCNCC(O)(c1ccc(Cl)cc1)c1ccc(Cl)cc1 | -0.4 | -7.2 | 6.5 | -4.9 | i | -0.6 | 1.1 | 19.0 | 0.5 | ·
COCCNc1cc(C)c(C#N)c2nc3ccccc3n12 | 193.4* | -6.7 | -15.4 | -1.1 | i | 9.7 | -0.3 | -23.9 | 4.3 | 0.8
COc1ccc(CCN(CC(=O)NC2CCCC2)C(=O)Cn2nnc(-c3ccc(C)o3)n2)cc1OC | -1.1 | -3.5 | -1.1 | -6.8 | -0.4 | 1.0 | -0.3 | 5.6 | -0.3 | ·
N#CCCn1c(=S)[nH]c2ccccc21 | 1.2 | -1.6 | 6.7 | -1.2 | i | 8.3 | -1.1 | 10.4 | 6.2 | 0.0
COCCNC(=O)c1cc(-c2ccccc2)nn1CC1CC(c2cccc([N+](=O)[O-])c2)=NO1 (centres undefined) | -0.4 | 3.4 | 6.1 | 3.9 | i | 11.2 | 0.1 | · | · | 2.9
Cc1cc(C)cc(OCC(=O)N/N=C/c2ccc([N+](=O)[O-])o2)c1 | -1.9 | · | 15.0 | -0.9 | -0.3 | 8.2 | -7.9 | 19.9 | -1.9 | ·
Cn1c(CCNC(=O)c2ccco2)nc2cc(NC(=O)NC3CCCCC3)ccc21 | -1.1 | 6.3 | -5.2 | -11.1 | 7.6* | 5.2 | 2.6 | 26.7 | -2.1 | -1.6
C=C(C)c1cccc(C(C)(C)NC(=O)NC2CC(C)(C)NC(C)(C)C2)c1 | 0.3 | -2.9 | 1.9 | -1.0 | i | 6.1 | -1.3 | -0.4 | -1.8 | ·
COCCOC(=O)c1c(C)oc2ccc(NS(=O)(=O)c3ccccc3)cc12 | -2.7 | -6.5 | -2.4 | -10.0 | i | -1.9 | -2.8 | 3.6 | -2.9 | 0.9
CCOC(=O)/C(C#N)=C/c1cc2ccccc2nc1N1CCCCC1 | 1.8 | -39.5 | -214.8 | -16.0 | i | 8.3 | 2.3 | 3.0 | -0.2 | ·
O=c1nc2ccc(Cl)cn2c2ccc(S(=O)(=O)N3CCOCC3)cc12 | 176.3* | 5.5 | 0.6 | -1.3 | -0.6 | 15.7 | -0.2 | 45.2 | -0.6 | -0.7
CCOC(=O)N1CCN(C(=O)CSc2nc(=O)n3ccc(C)cc3n2)CC1 | 3.2 | 3.0&-9.0 | -2.5 | 6.0 | i | 16.4 | 0.8 | · | · | -2.7
CC1Cc2c([nH]c3ccccc23)C2c3ccccc3CN12 (centres undefined) | 3.8 | 0.3 | -6.3 | -4.3 | i | 0.6 | 0.4 | 27.2 | -4.4 | 0.0
COC(=O)c1ccc(/C=C/C(=O)OCC(=O)Nc2ncc(Cl)cc2Cl)cc1 | 1.4 | -12.9 | -15.8 | 8.8 | i | 4.9 | 1.3 | · | · | -1.3
CCOC(=O)/C(C#N)=C/c1c(Oc2cccc(C)c2)nc2ccccn2c1=O | -2.2 | 3.4 | 3.5 | 8.4 | 0.6 | 5.4 | -2.5 | 13.1 | -0.6 | ·
CC(C)(C)NC(=O)COC(=O)c1ccccc1OCC(=O)Nc1ccc(Br)cc1 | -0.9 | -21.0 | 4.8 | 10.5 | -0.3 | 4.4 | 2.8 | 0.4 | 4.5 | ·
COCCCn1c(SCC(=O)NC(C)(C)C)nnc1-c1cccs1 | -3.1 | -14.0 | 4.1 | -1.5 | i | -11.4 | 2.2 | -7.7 | 1.1 | 4.3
CC(=O)c1ccc(S(=O)(=O)N2CCC3(CC2)CC(=O)c2ccccc2O3)cc1 | 5.6 | 2.8 | 1.7 | 0.3 | 0.3 | -0.7 | -2.0 | · | · | 2.2
COc1cc(OC)c2c(c1)OC(=O)CC2c1ccc2c(c1)OCO2 (centres undefined) | 1.5 | -2.4 | 5.8 | · | -6.9 | -5.5 | · | · | · | 0.8
Cn1cc(C(=O)OCC2CCN(CCNS(C)(=O)=O)CC2)c2ccccc21 | -3.1 | -6.8 | 6.5 | -3.8 | i | -6.3 | -0.5 | · | · | -0.4
COc1cc(/C=C2\C(=N)N3N=C(N4CCOCC4)SC3=NC2=O)ccc1OC(=O)c1ccccc1 | 2.4 | -6.5 | 5.4 | -1.8 | -1.2 | 21.1 | -2.9 | 21.2 | 0.1 | 1.4
C/C(=N\NC(=O)c1nn(C)c(C)c1Br)c1cccc(NC(=O)c2ccoc2C)c1 | 2.0 | · | 3.2 | 0.4 | 3.4 | -1.8 | 2.2 | 1.7 | -2.5 | ·
COc1ccc(NC(=S)N2c3ccccc3CC2C)cc1OC (centres undefined) | -0.9 | 10.2 | 7.9 | -1.1 | i | -1.2 | -0.2 | -27.3 | 3.4 | ·
CCOc1ccc(N(CC(=O)Nc2cccc(Cl)c2)S(=O)(=O)c2c(C)noc2C)cc1 | 4.7 | -13.7 | 4.7 | -17.4 | -0.4 | 14.9 | 0.3 | -12.0 | 2.0 | -0.9
COc1ccc(C(=O)OCC(=O)Nc2ccc3c(c2)OCO3)cc1S(=O)(=O)N1CCOCC1 | 1.6 | -2.1 | 7.4 | · | 0.9 | -7.4 | · | · | · | 0.3
CCOC(=O)c1nc(C)n(-c2ccc(Cl)cc2)n1 | 0.9 | 3.9 | 0.4 | -2.2 | -0.3 | 2.9 | 1.6 | -0.1 | -3.2 | ·
Cc1ccc(NC(=O)CN2C(=O)c3ccccc3S2(=O)=O)c(C)c1 | 0.7 | -1.8 | -3.3 | -10.5 | 4.0 | 11.1 | -0.3 | 21.4 | -1.6 | -0.2
Cc1ccc(S(=O)(=O)Nc2c(NC3CCCCC3)c3ccccc3oc2=O)cc1C | 15.6 | -14.7 | -2.2 | -8.1 | i | 7.8 | 2.8 | 14.9 | 2.8 | 0.5
COc1ccccc1-n1c(SCC(=O)NC2CCS(=O)(=O)C2)nc2ccccc2c1=O (centres undefined) | -1.2 | -15.0 | 0.2 | -3.4 | -8.0 | 4.7 | 4.7 | · | · | 13.8
CCOc1ccc(NC(=O)CC2C(=O)N(c3ccccc3)C(=O)N2CCOC)cc1 (centres undefined) | -1.3 | -8.7 | 2.2 | 5.4 | -0.2 | -0.5 | -0.3 | -5.0 | 0.8 | -1.5
Nc1cccc(CN2CCCC2)c1 | 0.4 | -12.6 | 0.4 | -4.9 | -0.1 | 3.3 | 1.0 | 11.8 | -0.4 | ·
CCOC(=O)C1(CCOC)CCCCC1=O (centres undefined) | -0.6 | · | 6.7 | · | i | 10.0 | · | · | · | -1.3
Cc1nn(Cc2ccc(F)cc2)c(C)c1NC(=O)c1cnn2c1NC(c1cccs1)CC2C(F)(F)F (centres undefined) | -1.1 | -2.1 | -8.6 | -12.4 | -2.7 | -8.1 | 0.9 | 17.1 | 6.7 | ·
CC1(C)Cc2ccccc2-c2nc3n(c(=O)c21)CCCS3 | 1.0 | -12.0 | -23.9 | 5.8 | -0.4 | 5.7 | 2.7 | -7.7 | 1.1 | ·
COc1ccc(S(=O)(=O)Nc2cc3c4c(c2)CCC(=O)N4CCC3)cc1 | -2.8 | -0.9 | 2.7 | -0.2 | -1.6 | 0.3 | -0.8 | · | · | 0.3
COc1cccc(CNC(=O)c2nnn(CC(=O)Nc3cc(Cl)ccc3C)c2N)c1 | 5.7 | -4.7 | -24.3 | -31.6 | 2.6 | 13.9 | 2.1 | 17.8 | -8.3 | -0.4
CCN1C(=O)C(CC(=O)Nc2ccc(OC)cc2)N(Cc2ccc3c(c2)OCO3)C1=S (centres undefined) | -6.5 | -12.8 | 2.1 | -8.9 | -0.2 | 1.1 | -0.5 | -6.7 | 0.5 | ·
Cc1ccc(C)c(C(=O)COC(=O)C(C)N2C(=O)C3C4CCC(C4)C3C2=O)c1 (centres undefined) | -3.1 | -17.1 | -0.3 | · | -0.1 | -4.5 | 2.7 | 31.3 | -1.6 | 0.9
COc1ccc(-c2csc(=Nc3ccccc3)n2CCO)cc1 | 1.2 | 57.0 | -2.6 | -1.1 | -0.2 | 0.0 | -1.0 | -14.2 | -1.2 | 5.1
CCOC(=O)CNS(=O)(=O)c1ccc(S(=O)(=O)N2CCCC2)cc1 | 0.3 | -7.9 | 7.3 | -5.1 | i | 3.7 | -1.2 | 1.8 | 1.2 | ·
COCCN1C[C@@H](CO)O[C@@H](n2cnc3c(NCc4ccncc4)ncnc32)C1 | -2.7 | · | · | · | i | 7.1 | · | · | · | -1.4
CCOc1cc(CNc2cccc3ccccc23)cc(Br)c1OCC(=O)NC(C)(C)C | 15.5 | 11.8 | -6.6 | 5.7 | i | 11.5 | 1.1 | -21.2 | 3.3 | ·

Whole records, looked up by structure. Screens in order: FBA Mtb inh, SSB-PriA inh, MazEF act, Rv3671c inh, BH1578 lux ind, GDH-TPI inh, UGM FP inh, VHR inh abs, SARS 3CLpro inh, Mtb BioA inh
CCN1C(=O)C(CC(=O)Nc2ccc(OC)cc2)N(Cc2ccc3c(c2)OCO3)C1=S (centres undefined) across the screens: -6.5, -12.8, 2.1, -8.9, -0.2, 1.1, -0.5, -6.7, 0.5, ·
Cc1nn(Cc2ccc(F)cc2)c(C)c1NC(=O)c1cnn2c1NC(c1cccs1)CC2C(F)(F)F (centres undefined) across the screens: -1.1, -2.1, -8.6, -12.4, -2.7, -8.1, 0.9, 17.1, 6.7, ·
COCCN1C[C@@H](CO)O[C@@H](n2cnc3c(NCc4ccncc4)ncnc32)C1 across the screens: -2.7, ·, ·, ·, i, 7.1, ·, ·, ·, -1.4
CCOc1cc(CNc2cccc3ccccc23)cc(Br)c1OCC(=O)NC(C)(C)C across the screens: 15.5, 11.8, -6.6, 5.7, i, 11.5, 1.1, -21.2, 3.3, ·
Nc1cccc(CN2CCCC2)c1 across the screens: 0.4, -12.6, 0.4, -4.9, -0.1, 3.3, 1.0, 11.8, -0.4, ·
